KLF5 inh – suppresses KLF5 promoter-driven expression; inhibition, % at 5 µM; AID 1700; DLD-1 KLF5 promoter-luciferase reporter, luminescence; actives 0.23% (n = 290,000);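 active = inhibition above a per-plate limit of that plate's mean compound inhibition plus 3 SD, cut at about 60% in these data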;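 also: 0% = DMSO wells and 100% = LY294002 at 200 µM; higher means less KLF5 promoter-driven luciferase light; inactives centre near -14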
SKKanGAS inh – SKKanGAS growth inhibition. AID 1662. inhibition, % at 7.5 µM. S. pyogenes SKKanGAS, kanamycin growth, BacTiter-Glo, 6 h. actives 1.3% (n = 300,000);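 active = mean replicate score, as percent of positive control median, at least 50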;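 also: strain carries kanamycin resistance gene driven by streptokinase promoter and grows in 40 µg/ml kanamycin; loss of luminescence reflects streptokinase promoter inhibition or plain growth inhibition; 0% = median of DMSO wells and 100% = positive control at its reference dose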
IEC-6 cytotox – kills IEC-6 intestinal cells in KLF5 counter-screen. actives 0.78% (n = 290,000). inhibition, % at 5 µM. IEC-6 cytotoxicity, luminescence viability; in the data active = inhibition above about 22%;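 also: 0% = plate median of test compound wells and 100% = cytotoxic reference compound wells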
AI-2 QS mod – modulators of Vibrio harveyi AI-2 quorum sensing system | Vibrio harveyi JMH597 AI-2 luminescence/OD600 ratio, 9 h; hits give low values; strain lacks LuxN and CqsS sensors; 0 = neutral-control median | activity change, % at 7.5 µM | actives 0.4% (n = 300,000); in the data active = activity change below about -75%, passing the limit was not always enough;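 also: luminescence divided by OD600 gain over 9 h not by final OD600 alone; inactives centre near 13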
HIF activator – HIF pathway transcriptional activation | AID 1910 | activation, % at 7.5 µM (by protocol) | U2OS HRE-luciferase reporter, luminescence; normalized: DMSO 0%, desferrioxamine 100% | actives 0.32% (n = 300,000);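 active = mean activation of at least 10% of the iron chelator positive control signal, with at least half of replicates also reaching 10%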
HSF-1 act – increases HSF-1 driven luciferase reporter signal | NIH3T3-HGL HSF-1 luciferase reporter, MG132, 8 h; 100% = twice DMSO control signal | activation, % at 9 µM | actives 1.7% (n = 300,000) | AID 504408;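 active = mean replicate activation of at least 50% with a set share of replicates each reaching 50%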;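 also: 0% = median of the neutral control wells and 100% = twice that signal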
Platelet DG rel – modulates dense granule release in human platelets; inhibition, %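 (compounds screened at 7.5 µM in platelet-rich plasma)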; actives 0.22% (n = 300,000); human platelet-rich plasma, SFLLRN dense granule ATP release, luminescence;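 active = mean replicate score, as percent of positive control, at or above 50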
HSP90 inh – inhibitors of HSP90 luciferase refolding in rabbit reticulocyte lysate. luciferase refolding luminescence, 3 h. inhibition, % at 5.6 µM. actives 0.91% (n = 290,000);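 active = inhibition above the screen-wide mean plus 3 SD, computed separately per campaign, cut at about 16% in these data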;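 also: 0% = DMSO wells and 100% = 60 µM geldanamycin wells; inhibitors lower the luminescence because luciferase stays unfolded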
HSF1 inh – HSF1 inhibition. actives 0.77% (n = 300,000). activity change, negative = inhibition, % at 7.5 µM (by protocol). AID 2098. NIH3T3-HGL HSE-luciferase, MG132-induced, luminescence 8 h; hits give low values;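 active = more than half of replicate wells show activity change below -50%, luminescence cut by over half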;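 also: luciferase reports HSF-1 transcriptional activity via heat shock element; 0% = median of DMSO wells and -100% = zero luminescence signal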
aSyn 5UTR inh – MLPCN primary screen, SNCA 5' untranslated region; alpha-synuclein 5'UTR reporter, inhibitor activity; actives 0.82% (n = 300,000); inhibition, % (tested at 7.5 µM); in the data active = inhibition above about 60%;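 also: H4 neuroglioblastoma cells stably carrying SNCA 5'UTR luciferase fusion; 0% = DMSO wells and 100% = positive control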
* marks the source's active call; other numbers are inactive results; nt = not tested or not shown. Not a hit list (roughly 6% active in at least one column).

molecule,KLF5 inh,SKKanGAS inh,IEC-6 cytotox,AI-2 QS mod,HIF activator,HSF-1 act,Platelet DG rel,HSP90 inh,HSF1 inh,aSyn 5UTR inh
CN(C)c1ccc([N+](=O)[O-])cc1C(=O)NCC(c1ccco1)N(C)C (stereo unspecified),6,-2,7,13,-0.4,-1,5,-4,2,10
COCCCN=CC1=C(O)CC(C)(C)CC1=O,-27,-3,-3,11,-0.6,-7,8,0,-8,27
CCOC(=O)Cc1nn(Cc2nc(-c3ccc(C)cc3)cs2)c(=O)c2ccccc12,-17,-4,-4,-7,0.9,11,9,-2,-1,8
N#Cc1ccc(-c2cccnc2)nc1SCC(=O)c1ccccc1,-27,-1,7,14,3.2,28,1,4,15,-116
Cc1ccc(O)c(NC(=S)NC(=O)c2ccccc2Cl)c1,-72,11,2,-19,1.1,-5,1,-4,-7,-120
CN(C)/C=C/C(=O)c1cc(N2CCOCC2)ccc1[N+](=O)[O-],-20,3,2,9,-0.5,7,0,1,-4,8
COc1cc2c(cc1OC)C(C)N(C(=O)C1=NN(c3cccc(C)c3)C(=O)CC1)CC2 (stereo unspecified),6,4,3,4,-0.8,-5,-12,-1,2,38
CCN(C(=O)c1cc(S(=O)(=O)N2CCOCC2)cn1C)c1cccc(C)c1,-14,-6,1,22,0.2,2,8,3,2,-23
COc1ccccc1-n1c(-c2cc(-c3ccc(F)cc3)n[nH]2)n[nH]c1=S,-10,-22,-2,18,-0.7,6,2,3,-1,6
CCCCc1nc2sc3c(SCCN(C)C)ncnc3c2c2c1CCC2,-7,15,2,nt,0.3,15,12,7,-2,-9
O=[N+]([O-])c1ccc(O)c(C=Nc2ccc3oc(Cc4ccc(Cl)cc4)nc3c2)c1,-3,11,1,19,-0.1,-78,-16,1,-74*,-42
Cc1cc2c(C)nc3ccccc3c2o1,4,-8,-2,23,0.3,-1,-1,-2,-2,4
CCOC(=O)C1=C(N)OC2=C(C(=O)CCC2)C1c1ccco1 (stereo unspecified),-11,-2,0,20,0.1,-26,-6,0,-7,-17
COC(=O)C1CC(=O)c2ccsc2C1 (stereo unspecified),11,4,5,5,-0.6,4,2,1,-6,17
CCOC(=O)c1[nH]c2ccc(OC)cc2c1NC(=O)C(C)N1CCSCC1 (stereo unspecified),-16,4,6,22,-0.2,-2,3,3,5,1
CCn1cc(C2C(C(=O)Nc3cc(C)ccn3)=C(C)NC3=C2C(=O)CC(C)(C)C3)c(C)n1 (stereo unspecified),-20,-8,1,15,0.7,-13,-31,-8,3,6
CC1CCN(C(=O)C2(NC(=O)Nc3cccc(F)c3)CCCCC2)CC1,-20,3,-4,7,-0.4,1,-4,3,3,-16
Nc1nc(N)c2cc(Sc3ccc4ccccc4c3)ccc2n1,26,109*,81*,4,-2.4,4,10,5,-4,96*
O=C(Nc1ccc(Br)cc1Cl)c1ccc2c(=O)n3c(nc2c1)CCC3,nt,6,nt,23,-12,55*,1,nt,31,-190
CCOc1ccc(Cl)cc1CSc1n[nH]c(C)n1,-31,-14,4,7,-0.2,7,3,-1,-3,3
O=C1N(c2ccccc2)C2CS(=O)(=O)CC2N1c1ccc(Cl)c(Cl)c1 (stereo unspecified),-24,5,-1,19,-0.6,11,5,0,14,-7
COc1ccc(OC)c(NC(=O)CSc2ccc3nnc(-c4cccnc4)n3n2)c1,-14,-4,-4,20,-0.7,-1,5,-4,-4,-2
COc1cc(OC)c(C(=O)NC2CCCCCC2)cc1OC,-20,0,-3,28,-1.9,3,4,1,2,4
CCc1ccc(S(=O)(=O)ON2C(=O)c3ccccc3C2=O)cc1,-38,5,-4,25,0.0,18,6,-1,7,-28
Cc1c(C(C)C)c(=O)n(-c2ccc(S(=O)(=O)NC(C)C)cc2)n1C,-7,4,1,11,-0.3,18,2,6,-4,10
O=C(N/N=C/c1ccccc1)C1CCCN1C(=O)c1cc([N+](=O)[O-])cc([N+](=O)[O-])c1 (stereo unspecified),-43,nt,-4,33,nt,nt,nt,-6,nt,nt
O=C(Nc1ccc(Cl)cc1)c1ccc(-n2cccn2)c([N+](=O)[O-])c1,-22,8,3,17,1.7,24,0,-1,10,-14
O=C(CNC(=O)c1ccccc1)OCc1nc2ccccc2s1,-13,6,8,-7,1.6,-7,1,-1,3,-38
CCN(CC)CCNCc1cc(Br)ccc1OCC(=O)NCc1ccccc1,-17,3,1,12,0.4,1,-4,-1,7,0
Cc1ccc(C2(C(F)(F)F)NC(=O)N3CCCN=C3S2)cc1 (stereo unspecified),-16,0,2,-11,0.0,21,1,2,3,2
Cc1noc(C)c1COC(=O)[C@@H](NC(=O)c1ccccc1)C(C)C,-19,-2,0,8,0.2,-1,18,3,3,6
COc1ccc2c(c1)CC/C(=C\C=C\c1ccccc1)C2=O,-43,-3,1,31,4.2,24,4,1,11,-64
Cc1ccc(S(=O)(=O)CC(=O)N2CCN(c3cccc(C(F)(F)F)c3)CC2)cc1,-3,17,1,32,-0.4,9,2,-2,-3,-3
COc1ccc(NC(=O)N2CCCc3cccc(C)c32)cc1,-51,-9,-4,10,0.4,4,-11,3,6,12
Cc1cc(C)c(C)c(OCC(=O)N2CCOCC2)c1,-19,-2,13,-2,0.0,-8,-2,4,-7,13
Cc1ccc(NC(=O)CC2CCCC2)c(Br)c1,-79,2,-6,16,3.6,46,-29,-3,22,-48
S=C(Nc1ccc(Br)cc1)NC1CCCC1,-46,4,3,18,0.0,45,-5,-4,24,-124
Cc1ccc(NC(=S)N/N=C/c2ccc(Cl)c([N+](=O)[O-])c2)cc1,-24,6,-2,11,0.1,17,7,-7,7,-40
COc1ccc(/C=N/NC(=O)c2ccco2)cc1Cn1nc(C)c([N+](=O)[O-])c1C,-41,5,-2,27,-0.7,16,-3,0,11,53
COc1cc2c(cc1OC)-c1nnc(C)n1C(C)(C)C2,-22,nt,-3,26,0.1,nt,-5,-2,nt,10
CCCNC(=O)Nc1ccsc1C(=O)OC,-14,6,-2,13,0.1,-24,-18,-1,-8,-1
CCN(CC)c1ccc(/C=C2/C(=O)ON=C2C)cc1,9,1,-2,9,-0.5,5,5,6,2,-11
O=C(CSc1nc(O)c(Cc2ccccc2)c(=O)n1-c1ccccc1)N1CCOCC1,-37,9,1,2,-0.2,-3,14,-8,-5,-19
CCOc1ccc(NC(=O)C2CCC(CNc3c(N4CCC(C)CC4)c(=O)c3=O)CC2)cc1 (stereo unspecified),-11,9,-4,50,0.0,-9,5,0,-1,24
CCCCOc1ccc(NC(=O)CN2CCN(CC)CC2)cc1,-23,2,1,0,-0.3,-15,23,-3,3,-31
Cc1ccc(NS(=O)(=O)c2ccc3c(c2)NC(=O)CO3)c(C)c1,-11,-2,4,13,0.5,12,2,1,1,11
CCN(CC)CCn1c2c(c(SCC(=O)Nc3nc(C)cs3)nc1=O)CCCC2,nt,6,nt,0,0.1,7,-6,nt,0,-31
Cc1nnc(SCCn2c(N3CC(C)CC(C)C3)nc3c2c(=O)[nH]c(=O)n3C)s1 (stereo unspecified),-29,0,0,15,0.5,-2,-3,1,4,14
CCOC(=O)C(C)Oc1cccc2c(=O)n(CC(=O)NCc3ccc(F)cc3)ccc12 (stereo unspecified),34,-6,10,6,0.5,-4,-26,1,-9,68*
COc1ccc(-n2c(Cc3cccn3C)nnc2SCC(=O)Nc2ccc(C)cc2C)cc1,-6,2,0,28,-0.3,3,-1,-4,1,-2
O=C(COc1ncnc2ccccc12)Nc1cccc([N+](=O)[O-])c1,9,16,7,-96*,-0.4,20,9,0,-6,18
C#CCOCCOCCOCCNc1nc(N2CCN(C(=O)[C@H](CCC(=O)O)n3cc(C(N)CC(C)C)nn3)CC2)nc(N2CCN(C(=O)[C@H](CCC(=O)O)n3cc(C(N)CC(C)C)nn3)CC2)n1 (stereo partly specified),-11,4,-1,15,0.0,-20,1,17*,-5,-5
Cc1c(-c2ccccc2)nc2ccccc2c1C(=O)NCc1cccs1,-15,-12,-1,12,0.3,16,-6,-2,10,-17
Cc1cccc(C)c1OCC(=O)NCc1ccccc1,-29,2,-5,13,-3.5,-56,-3,-8,-46,10
CC(C)(C)c1ccc(-c2cc(-c3ccccc3O)[nH]n2)cc1,0,104*,-7,57,0.1,-75,-4,52*,-72*,-33
CC(C)(NO)/C(=N\O)c1ccc(Cl)cc1,-7,-8,2,15,0.2,4,-1,3,1,2
COc1cc(C(=O)O)cc(OC)c1OCc1cc(C(=O)O)oc1C,-22,-3,-4,8,-0.3,3,-1,0,-10,-16
c1ccc(CN2CCC(Nc3nc(-c4cccnc4)nc4ccccc34)CC2)cc1,-31,-7,24*,5,0.3,25,-7,-1,7,-83
COC(=O)c1ccc(-n2c(C)cc(-c3csc(NC(=O)c4ccc(S(=O)(=O)N(C)C)cc4)n3)c2C)cc1,-34,13,-7,18,0.4,-27,13,25*,-13,-10
Brc1ccccc1OCCOCCOc1cccc2cccnc12,-4,-7,1,16,0.4,-18,-21,1,-5,27

(listing goes on)
molecule,KLF5 inh,SKKanGAS inh,IEC-6 cytotox,AI-2 QS mod,HIF activator,HSF-1 act,Platelet DG rel,HSP90 inh,HSF1 inh,aSyn 5UTR inh
CCCCn1c(SCC(=O)Nc2nc(C)cs2)nnc1-c1cccnc1,10,-9,8,14,0.1,-10,-10,4,-6,26
CCOC(=O)C1=C(c2ccccc2)NC(SCC(=O)Nc2ccc(C)cc2)=C(C#N)C1c1ccco1 (stereo unspecified),-8,6,2,32,0.3,-5,11,-2,-3,34
Cc1ccc(S(=O)(=O)N2CCCCC2C(=O)N2CCN(Cc3ccccc3)CC2)cc1 (stereo unspecified),4,-7,-8,16,-0.3,15,2,-4,6,8
COC(=O)C1=C(CS(=O)(=O)c2ccccc2)NC(=O)NC1c1ccc(OC)c(OC)c1 (stereo unspecified),-22,-2,-10,5,-0.5,5,1,-6,1,6
Cn1nc(C(F)(F)F)c(-c2ccccc2)c1NC(=O)c1ccco1,0,8,2,3,-0.1,-17,-1,2,-4,3
CC1(C)Cc2c(sc3ncn4nc(CCC(=O)O)c(=O)nc4c23)CO1,-16,-5,0,-3,-1.6,-2,2,2,0,-4
CCOC(=O)c1c(NC(=O)c2ccn(CC)n2)sc2c1CCC2,-19,-4,-2,4,-0.1,-1,-8,-3,-2,-28
CCCN1CCN(CCCNC(=O)CN2C(=O)c3cccnc3Oc3ccc(C)cc32)CC1,-25,1,1,37,0.1,5,-29,1,-2,-28
COc1cccc(C(=O)NCc2ccc3[nH]c(C)cc3c2)c1,-11,2,-4,12,-1.8,3,-2,2,-4,28
COC(=O)c1[nH]c2cccc(OC)c2c1NC(=O)CN1CC(C)OC(C)C1 (stereo unspecified),-13,-3,3,13,-0.7,2,-2,6,-17,-1
Cc1ccc(C(=O)N/C(=C\c2cccc([N+](=O)[O-])c2)C(=O)OCN2C(=O)c3ccccc3C2=O)cc1,-27,5,0,7,0.2,15,-3,-5,8,-18

Compound activity from PubChem.
